GAA850 FXN act = FXN promoter activators, primary screen, cell-based, luciferase luminescence, HEK293 lucGAA850; HEK293 lucGAA850 FXN promoter luciferase reporter, 24 h; percent of 10 µM SAHA response; activation, % at 6 µM; 360,000 tested, 0.56% active; AID 540364, 2011;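 active means activation above the average of all compounds screened plus 3 SD, cutoff fixed separately per campaign, cut at about 7.5% in these data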;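 further: 0% = DMSO wells and 100% = 10 µM SAHA wells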
ssDAF12 agonist = S. stercoralis DAF-12 nuclear receptor activators, primary screen, cell-based, luminescence, HEK293, GRIP1 co-expression, lit1-tk-luc; Nuclear hormone receptor DAF-12 (Strongyloides stercoralis); HEK293 ssDAF-12/GRIP1 lit1-tk-luc reporter; % of 3 µM dafachronic acid response; activation, % at 6.8 µM; 370,000 tested, 1% active;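 active means activation above the mean over all tested compounds plus 3 SD, cut at about 0.9% in these data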;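 further: 0% = DMSO-only wells and 100% = 3 µM delta7-dafachronic acid wells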
hgDAF-12 ag = H. glycines DAF-12 receptor agonists, primary screen, cell-based, luminescence, HEK293, GAL4 fusion, UAS-luciferase; Nuclear hormone receptor DAF-12 (Heterodera glycines), GAL4 fusion; HEK293 GAL4-hgDAF12 UAS-luciferase reporter, agonist luminescence; normalized to butyrate control; activation, % at 6.8 µM; 370,000 tested, 1.8% active;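 active means activation above a cutoff set at the mean of all screened compounds plus 3 SD, cut at about 10% in these data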;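 further: 0% = DMSO wells and 100% = sodium butyrate wells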
DAX1 inh-1 = DAX1 (NR0B1) inhibitors, primary screen, cell-based, HEK293, Gal4-DAX1, luciferase luminescence | Nuclear receptor subfamily 0 group B member 1 (Homo sapiens), P51843 | HEK293 Gal4-DAX1 luciferase reporter | inhibition, % at 6.75 µM | 340,000 tested, 0.99% active | AID 504766, 2011;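 active means inhibition above the mean over all tested compounds plus 3 SD, cut at about 4.2% in these data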;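 further: 0% = DAX1-transfected cells with DMSO and 100% = empty-vector control cells with DMSO; inhibition shows as a rise in luminescence from relieved DAX1 repression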
ADAM17 inh = ADAM17 inhibitors, primary screen, biochemical, QFRET; Disintegrin and metalloproteinase domain-containing protein 17 (Homo sapiens), P78536; recombinant ADAM17, EDANS/DABCYL FRET peptide cleavage; 370,000 tested, 0.83% active; inhibition, % at 6.95 µM; AID 720648, 2013;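 active means inhibition above the mean of compounds lying between control limits plus 3 SD, set per campaign, cut at about 8.5% in these data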;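 further: 0% = DMSO-only wells as the low control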
PLCg1 inh = PLC-gamma1 enzyme inhibitors, primary screen, biochemical, fluorescence, purified enzyme; 370,000 tested, 0.84% active; inhibition, % at 12.2 µM; fluorogenic substrate; in the data active means inhibition above about 9.5%
Target sequence (P19174 whole entry, looked up): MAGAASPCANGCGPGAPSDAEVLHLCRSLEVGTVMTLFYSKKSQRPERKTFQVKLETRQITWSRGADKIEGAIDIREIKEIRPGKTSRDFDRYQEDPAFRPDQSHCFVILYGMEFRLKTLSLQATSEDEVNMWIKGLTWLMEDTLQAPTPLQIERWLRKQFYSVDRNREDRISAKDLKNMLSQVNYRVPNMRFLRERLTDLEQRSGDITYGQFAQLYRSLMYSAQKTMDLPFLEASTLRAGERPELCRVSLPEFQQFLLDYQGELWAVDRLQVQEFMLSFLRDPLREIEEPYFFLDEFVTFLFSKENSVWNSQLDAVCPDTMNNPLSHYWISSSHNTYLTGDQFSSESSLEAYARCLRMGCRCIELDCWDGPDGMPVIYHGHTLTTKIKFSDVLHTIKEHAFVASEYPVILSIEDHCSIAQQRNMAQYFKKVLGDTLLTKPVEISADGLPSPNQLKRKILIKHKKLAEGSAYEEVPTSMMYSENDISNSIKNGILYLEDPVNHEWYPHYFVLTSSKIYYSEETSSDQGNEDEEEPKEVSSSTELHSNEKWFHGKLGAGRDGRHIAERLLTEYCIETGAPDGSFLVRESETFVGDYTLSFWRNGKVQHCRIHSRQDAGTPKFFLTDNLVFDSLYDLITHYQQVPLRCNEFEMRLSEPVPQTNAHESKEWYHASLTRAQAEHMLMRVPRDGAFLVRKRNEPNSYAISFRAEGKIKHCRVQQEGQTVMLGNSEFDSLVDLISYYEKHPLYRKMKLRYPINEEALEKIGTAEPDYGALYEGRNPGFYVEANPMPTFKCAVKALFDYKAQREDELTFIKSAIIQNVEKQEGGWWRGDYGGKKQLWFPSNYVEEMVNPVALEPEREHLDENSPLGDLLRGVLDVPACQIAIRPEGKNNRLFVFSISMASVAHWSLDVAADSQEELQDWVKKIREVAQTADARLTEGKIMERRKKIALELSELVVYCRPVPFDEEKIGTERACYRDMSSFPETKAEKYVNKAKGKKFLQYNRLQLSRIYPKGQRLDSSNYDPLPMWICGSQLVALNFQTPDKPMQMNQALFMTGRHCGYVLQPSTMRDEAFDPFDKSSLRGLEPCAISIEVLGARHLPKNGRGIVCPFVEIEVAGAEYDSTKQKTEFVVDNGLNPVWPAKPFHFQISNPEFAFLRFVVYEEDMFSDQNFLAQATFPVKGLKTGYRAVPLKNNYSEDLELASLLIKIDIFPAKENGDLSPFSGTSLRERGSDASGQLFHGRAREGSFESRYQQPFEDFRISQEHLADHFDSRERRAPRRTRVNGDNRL
DAX1 inh-2 = DAX1 (NR0B1) inhibitors on StAR promoter, primary screen, cell-based, luminescence, SF-1 (NR5A1), full-length DAX-1; inhibition, % at 6.8 µM; AID 652010, 2013; 370,000 tested, 1.1% active; HEK293T StAR-luciferase reporter, SF-1/DAX-1 repression relief;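 active means inhibition above the mean over all tested compounds plus 3 SD, cut at about 3.6% in these data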;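 further: 0% = DAX-1 cells with DMSO and 100% = cells lacking DAX-1 with DMSO; higher inhibition means more luminescence from relief of DAX-1 repression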
PLC-beta3 inh = human PLC-beta3 inhibitors, primary screen, biochemical, fluorescence; 370,000 tested, 0.18% active; 1-phosphatidylinositol 4,5-bisphosphate phosphodiesterase beta-3 (Homo sapiens), Q01970; AID 720704, 2013; inhibition, % at 12.2 µM; Purified PLC-beta3, fluorogenic substrate; in the data active means inhibition above about 11%;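 further: 0% = median of compound wells on plate and 100% = full blocker control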
ADAM10 inh = human ADAM10 inhibitors, primary screen, biochemical, QFRET, HTS | Disintegrin and metalloproteinase domain-containing protein 10 (Homo sapiens), O14672 | recombinant ADAM10, EDANS/DABCYL FRET peptide cleavage, 3 h | inhibition, % at 7 µM | 370,000 tested, 0.62% active;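 active means inhibition above a per-campaign cutoff equal to the mean of compounds falling between control-based bounds plus 3 SD, cut at about 20% in these data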;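 further: 0% = DMSO wells while the 100% control is not disclosed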
sPLA2-III inh = human group III sPLA2 inhibitors, primary screen, biochemical, QFRET, BODIPY PC-A2 liposome substrate. Group 3 secretory phospholipase A2 (Homo sapiens), Q9NZ20. AID 743126, 2013. 370,000 tested, 0.56% active. inhibition, % at 12.2 µM. QFRET BODIPY PC-A2 liposome hydrolysis, fluorescence;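 active means inhibition above mean plus 3 SD of compounds lying within the high and low control bounds, cut at about 19% in these data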;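 further: 0% = median of test compound wells and 100% = no enzyme DMSO wells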
hcDAF12 agonist = H. contortus DAF-12 nuclear receptor activators, primary screen, cell-based, luminescence, HEK293, lit1-tk-luc reporter | activation, % at 6.8 µM | 370,000 tested, 1.4% active | AID 652067, 2013 | HEK293 hcDAF-12 lit1-tk-luc reporter; 0% DMSO, 100% Δ7-dafachronic acid;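 active means activation above the mean of all tested compounds plus 3 SD, cut at about 5.5% in these data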;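 further: 100% = response to 3 µM Δ7-dafachronic acid high control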
Numbers without * were called inactive; i = inactive; nt = no result given; & = joins results of further samples.

SMILES	GAA850 FXN act	ssDAF12 agonist	hgDAF-12 ag	DAX1 inh-1	ADAM17 inh	PLCg1 inh	DAX1 inh-2	PLC-beta3 inh	ADAM10 inh	sPLA2-III inh	hcDAF12 agonist
Cc1noc(C)c1S(=O)(=O)N1CCC(C(=O)N2CCC(C)CC2)CC1	1.4	-1.2	-3.6	1.0	-4	-2	-0.5	4	3	1	-1.3
CCCn1c(=O)c(-c2ccccc2)c(O)c2ccccc21	0.9	-0.7	2.8	0.9	0	-59	0.5	-63	-3	-3	-1.0
COc1cccc(NC(=O)CCC(=O)NCc2ccco2)c1	-0.3	-1.0	-1.8	-0.8	-1	1	-0.5	3	-8	-6	-1.2
CC(=O)c1ccc(N2CCN(Cc3nc(Cc4ccccc4)no3)CC2)cc1	0.9	-1.4	-4.3	-0.3	-10	-5	-0.4	0	-17	10	-2.6
CC(C)(C)OC(=O)C[C@H]1C/C=C\C[C@H](CC(=O)NCCO)C(=O)N[C@@H](Cc2ccccc2)COC1=O	-4.3	-1.5	-1.6	0.9	-4	1	0.0	-1	-1	2	0.2
Cc1ccc(NC(=O)c2ccc(C(C)(C)C)cc2)cc1[N+](=O)[O-]	3.6	-1.6	3.8	1.1	-3	-2	0.7	-5	-5	11	-2.0
Cc1cc(C)cc(NC(=S)N(Cc2ccc(Cl)cc2)Cc2ccc(C(=O)O)cc2)c1	-2.8	-1.3	-2.5	2.0	-6	0	-1.9	-4	1	-15	-1.5
CC(=O)n1cc([C@H]2C=C(C(=O)N3CCN(Cc4ccc5c(c4)OCO5)CC3)O[C@@H](OCCCCO)C2)c2ccccc21	-0.8	-1.3	-1.5	0.1	-1	0	0.1	-2	6	-45	-0.7
CCCCCNC(=O)c1cc(S(=O)(=O)N2CCCC2)ccc1F	0.2	-1.2	1.1	-0.7	0	4	0.3	3	1	-1	-2.2
CC(C)N1C(=O)CCC1C(=O)NCCc1ccc(Cl)cc1 (stereo unspecified)	-1.1	-1.0	-1.5	0.4	1	2	0.5	5	-4	2	0.3
COc1cc(C(=O)N/C(=C\c2cn(S(=O)(=O)N(C)C)c3ccccc23)C(=O)N2CCCC2)cc(OC)c1OC	1.1	-1.4	-1.0	-0.4	1	2	0.1	-9	6	0	-0.8
CC(OC(=O)Cn1cnc2c1c(=O)n(C)c(=O)n2C)C(=O)NC1CCCCC1C (stereo unspecified)	1.1	-1.3	0.5	0.0	-3	4	0.6	4	-2	4	1.4
COCCn1c(SCC(=O)Nc2cccc(OC)c2)nc2c(oc3ccccc32)c1=O	-0.1	-1.2	-1.3	0.3	3	-3	-1.1	0	12	2	-1.1
Cc1c(C)n(CCN(C)C)c2ncnc(NCc3ccccc3)c12	2.3	-0.5	-1.6	-1.7	-5	0	-0.1	-2	-8	1	-2.7
CCN(Cc1ccccc1)C(=O)CC(=O)N(CC)Cc1ccccc1	-0.7	-1.1	1.2	2.5	-1	-3	-0.3	3	4	2	-0.5
CC1CNCCN1S(=O)(=O)c1cccc2cnccc12 (stereo unspecified)	-1.6&1.8	-1.5&-2.2	9.8&4.0	-0.4&-1.4	-9&0	-3&-1	-0.7&-2.2	-1&1	-9&1	6&-3	-1.9&-0.1
Cc1ccc(-c2noc(CCC(=O)NCCN3CCOCC3)n2)cc1	-1.1	-0.9	-3.0	0.5	-2	4	0.6	-4	-5	17	0.5
O=C1CSc2ccc(S(=O)(=O)NCc3ccc(Cl)cc3)cc2N1	-0.2	-0.4	1.8	0.2	-2	-2	-0.2	-8	5	-12	-1.1
CCC(C(=O)N(C(C)C)C(C)C)c1ccccc1 (stereo unspecified)	-1.3	-1.5	0.7	0.4	1	2	-0.3	6	1	-3	-1.4
O=C(O)c1cc2cccc(S(=O)(=O)N3CCOCC3)c2cc1O	0.1	-0.6	2.5	0.8	-35	i	0.1	i	-90	3	-0.9
CC(=O)Nc1cc(N2C(=O)CCC2=O)ccc1Cl	-0.3	-1.2	-0.5	1.2	0	0	-0.1	-4	3	8	0.8
Cc1nc2ccccn2c1C(=O)N/N=C/c1ccccc1Cl	0.7	-0.7	0.8	0.8	-1	-9	-0.1	-20	-2	-30	-0.6
COC(=O)c1sc(NC(=S)NC(=O)c2ccccc2F)nc1C	1.6	0.0	3.9	1.1	1	8	0.9	2	1	9	0.8
CCOC(=O)c1ccc(Oc2nc(NC)nc(SC)n2)cc1	4.0	-1.2	-1.9	-0.6	-7	1	1.0	4	-1	5	0.3
COc1ccc2nc(NC(=O)CSc3nc4ccccc4o3)sc2c1	-3.5	-1.5	-0.6	4.7*	4	1	-1.1	-5	-7	-15	-1.2
O=C(CN1CCC(Cc2ccccc2)CC1)N1CCc2ccccc2C1	3.6	-1.4	0.5	-0.7	0	5	-0.3	3	2	-1	-0.5
Cc1ccc(-c2nc3ccccc3[nH]2)cc1NC(=O)c1ccc2c(c1)OCO2	0.8	-1.4	-3.8	-1.6	-3	1	-0.6	-3	10	-1	-1.4
O=C(CSc1nnc(Cc2ccccc2)o1)c1ccccc1	2.6	-1.5	2.2	1.1	-2	-1	-0.1	1	1	-43	0.1
COCCCNC(=O)c1cc(C(=O)c2c(-c3c(Cl)cccc3Cl)noc2C)c[nH]1	0.9	-0.8	-1.4	1.0	-3	-1	-0.3	4	-8	-3	-0.8
O=C1c2sc3nc4ccccc4n3c2C(=O)N1c1ccccc1Cl	4.2	-0.9	1.5	-0.3	-2	-8	-0.2	-9	5	-9	0.5
CCOC(=O)Cc1ccc(NC(=O)c2ccc([N+](=O)[O-])cc2)cc1	2.4	-1.5	1.5	-0.3	1	0	-0.6	1	-4	0	-0.6
Cc1cccc(C(C)C)c1NC(=O)c1cc2ccccc2o1	0.2	-1.6	-1.5	1.1	-3	1	-0.6	-4	-2	7	-1.6
Cc1ccc(-c2noc(CCCC(=O)NCC3CCCO3)n2)cc1 (stereo unspecified)	-3.1	-1.1	-4.5	-0.6	0	-1	-0.6	-1	0	7	-3.8
COc1cccc(OC)c1OCCCc1c(C)n[nH]c1C	0.5	-1.2	1.1	0.0	0	2	-0.7	3	1	4	-1.1
Cc1ccc(OCC(=O)NCc2ccccn2)cc1	0.8	-0.8	3.0	0.0	-6	0	0.3	2	4	5	-0.7
COc1ccc(CNC(=O)CN2C(=O)C(c3ccccc3)Oc3cccnc32)cc1 (stereo unspecified)	0.3	-1.6	0.7	0.6	-1	-3	0.9	-7	-16	-12	-1.9
Cc1ccc(C(=O)O/N=C(\N)c2ccccn2)cc1Cl	1.0	0.5	4.1	-3.1	-1	6	1.8	0	10	3	8.2*
O=S1(=O)CC(N2CCCC2)CN1C1CCCCC1 (stereo unspecified)	nt	-1.5	0.6	nt	-4	-1	4.3*	1	-8	1	-0.9
Cc1ccc2c(c1)nnn2C1CCN(C(=O)NCc2ccccc2)CC1	-0.5	-1.2	0.9	0.4	2	2	0.3	-2	8	5	-1.9
COc1ccc(C)cc1NS(=O)(=O)c1ccc(Br)s1	2.6	-1.5	-4.4	-0.5	-3	0	-0.2	-3	2	-4	-2.6
CCCCOc1ccc(S(=O)(=O)n2c(C)nc3ccccc32)cc1	1.2	-2.2	-3.3	-0.7	-1	-1	-1.4	2	6	3	-3.2
CCOC(=O)CCC(=O)NNC(=O)COc1ccc(C(C)C)cc1Br	1.3	-1.6	1.0	0.7	2	1	-0.1	2	3	-19	0.7
CC(Sc1ccccc1)C(=O)NN=C1CCCC1 (stereo unspecified)	-1.1	-1.1	-0.7	-0.2	4	3	0.2	2	3	0	-0.6
Cc1ccc(-c2ncns2)cc1	0.4	-0.8	0.9	-1.0	-4	0	-0.3	-7	-8	2	-0.8
O=C1C2C3c4ccccc4C(c4ccccc43)C2C(=O)N1c1nc(-c2ccccc2)cs1 (stereo unspecified)	0.0	-1.1	2.2	-1.2	-5	0	-1.0	1	-6	-4	0.1
COC(C[C@H](O)CC(=O)COCc1ccccc1)OC	1.5	-1.3	3.3	-1.4	-2	4	1.3	0	1	5	-2.5
Cc1cc2c(C)c(C)c(=O)[nH]c2cc1N	-1.7	0.6	1.1	1.2	i	-456	1.8	i	i	1	3.8
Cc1cc2c(cc1C)C(=O)C(Br)=C(N)C2=O	-0.8	-1.7	-2.7	-1.5	-1	2	-1.1	4	-7	2	-2.4
NC(=O)/C(=C\c1ccc([N+](=O)[O-])o1)c1ccco1	0.6	-1.3	-4.4	nt	-6	-23	-2.2	-28	-14	-3	-2.3
COC(=O)c1c(C)[nH]c(C(=O)C(C)OC(=O)C2CC(=O)N(CCc3ccccc3)C2)c1C (stereo unspecified)	0.8	-1.0	-0.4	1.2	-1	4	-1.3	-6	-15	-3	-1.3
Cc1ccc(OCC(=O)Nc2ccc(N3CCOCC3)cc2)cc1	0.2	-1.2	1.3	-0.1	-2	-2	0.4	-2	-2	1	-0.3
COc1ccc(NC(=O)C2CCN(c3nnnn3-c3ccccc3)CC2)cc1	0.5	-1.5	-1.9	-0.6	-1	2	-0.3	1	-1	-10	-1.7
CN=C(Nc1cc(C)nn1CCC#N)c1ccccc1	2.5	-1.5	-0.5	-0.7	-4	1	0.1	0	-4	3	-1.3
N#CCC(=O)Nc1ccc(C(=O)OCC(=O)N=c2sccn2Cc2ccccc2Cl)cc1	0.5	-1.2	-1.2	-0.3	0	-18	0.7	-17	10	-60	-1.4
O=C(NCCCN1CCN(c2ccc(F)cc2)CC1)NC12CC3CC(CC(C3)C1)C2	1.4	-1.2	-1.8	-0.2	-3	3	-0.5	-1	-3	3	-0.6
O=S(=O)(Nc1nc2ccccc2nc1Cl)c1ccc(F)cc1	0.5	-1.3	-1.4	3.9	-6	-9	0.7	-14	-14	-11	-0.3

Screens as filed in PubChem.
